Tb PFK block = inhibitors of T. brucei phosphofructokinase; O15648; T. brucei PFK, ADP-Glo luminescence; Potency, µM (titrated, usually from 57.5 µM), without a hit: at the top dose activity, negative = inhibition, actives largely listed as inhibitors; actives 0.17% (n = 330,000); AID 485367;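 further: potency means the concentration at half of the fitted maximal effect; 0% = uninhibited 1x PFK enzyme wells and -100% = no-enzyme wells; nearly all actives have a fitted effect of over 60% in size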
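In TEA buffer at pH 8.0 with 5 mM MgCl2, enzyme (1.25 nM) converted F6P (0.5 mM) and ATP (0.1 mM) for 45 min at room temperature. ADP product was read by luciferase luminescence.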
BCR signal inh = chronic active BCR signaling inhibition. Potency, µM (highest dose often 46.1 µM), for inactives: at the highest dose ratio change, negative = lower green/red ratio, most hits filed as inhibitors. actives 0.05% (n = 340,000). ABC-DLBCL IkBa-CBG/CBR reporter, luminescence ratio, 4 h; active means well fitted inhibition curve with a large enough effect in the signal ratio, with a control signal flat, not every such curve was filed as active; inconclusive means small, poorly fitted or top-dose-only effect, or effect the other way, or a change in a side signal; the % refers to the signal ratio;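 further: potency means the concentration at half of the fitted maximal effect; plate controls were basal doxycycline-induced cells for no effect and cells given 10 µM MG132 for full effect; MG132 reads +100%, hits lower the ratio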
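TMD8 ABC-DLBCL cells carrying doxycycline-inducible green luciferase fused to IkappaBalpha plus unfused red luciferase were exposed to compounds (up to 46 uM) for 4 hrs at 37C. Activity came from the overlap-corrected green/red luminescence ratio.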
uPA surface inh = blocks generation of uPA at the cell surface. Potency, µM (top dose mostly 38.3 µM), without a hit: at the highest dose activity change, negative = inhibition, usual class: inhibitors. actives 0.31% (n = 330,000). cell surface uPA generation assay, qHTS. AID 540303; active means well fitted inhibition curve with a large enough effect; inconclusive means small, poorly fitted or top-dose-only effect; inactive means no such curve, though single readings can be large or run the other way; tested in mouse RAW 264.7 cells; further: potency means the concentration at half of the fitted maximal effect; on the % scale 0 is the no-effect control and ±100 the full control effect; nearly all actives have a fitted effect of over 55% in size
ELG1 DNA repair = blocks ELG1-dependent DNA repair in HEK293T cells; HEK293T ELG1-luciferase reporter, luminescence, 16 h; DNA damage induced by 5-fluorouridine; Potency, µM (highest dose often 46.1 µM), without a hit: top-dose activity change, negative = inhibition, most hits filed as inhibitors; actives 2.3% (n = 330,000); AID 504467; further: potency means the concentration at half of the fitted maximal effect; on the % scale 0 is the no-effect control and ±100 the full control effect; nearly all actives have a fitted effect of over 55% in size
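DMSO vehicle served as the neutral condition. Each well held 2,000 cells given 5-fluorouridine plus compound; after 16 hr at 37 °C/5% CO2, ONE-Glo was added and luciferase measured 30 min later.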
TSHR antagonist = human thyrotropin receptor antagonism | TSHR-expressing cells, TSH-stimulated cAMP HTRF, 2 h; hits give low values | P16473 | actives 0.2% (n = 330,000) | activity change, negative = inhibition, % at 11.5 µM;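 active means activity change below a set negative limit, meaning inhibition stronger than a set level, cut at about -70% in these data; inconclusive means activity change between two set negative limits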; further: on the % scale 0 is the no-effect control and ±100 the full control effect
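Freshly harvested TSHR cells receive pin-tooled compound, then EC80 TSH at 4nM final. After 2 hours at 37 deg C, antibody in lysis buffer and cAMP-d2 are added; 30 minutes at ambient temperature precede the HTRF read.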
B2AR arrestin = recruits beta-arrestin to the human beta2-adrenergic receptor; beta-arrestin recruitment to beta2AR, cell-based reporter; Potency, µM (series often up to 46.1 µM), for the others: top-dose activation, usual class: activators; actives 0.02% (n = 330,000); P07550;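 further: potency means the concentration at half of the fitted maximal effect; 0% = DMSO controls and full agonism = EC100 isoproterenol or metaproterenol; nearly all actives have a fitted effect of over 65% in size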
Target sequence (P07550 whole entry, looked up): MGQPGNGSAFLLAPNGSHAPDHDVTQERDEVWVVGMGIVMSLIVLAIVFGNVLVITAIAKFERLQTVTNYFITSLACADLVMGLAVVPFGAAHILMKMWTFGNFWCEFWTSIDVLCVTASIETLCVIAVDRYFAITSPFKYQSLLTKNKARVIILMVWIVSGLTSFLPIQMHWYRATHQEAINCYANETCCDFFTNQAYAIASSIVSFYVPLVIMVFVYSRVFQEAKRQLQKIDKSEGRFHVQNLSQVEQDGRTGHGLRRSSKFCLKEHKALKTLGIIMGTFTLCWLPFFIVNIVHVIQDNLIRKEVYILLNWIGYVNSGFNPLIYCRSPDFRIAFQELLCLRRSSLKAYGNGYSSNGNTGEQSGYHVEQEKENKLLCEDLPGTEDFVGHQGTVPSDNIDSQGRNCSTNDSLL
USP2a inh = blocks human ubiquitin-specific protease USP2a | O75604 | USP2 core, Ub-CHOP2 coupled fluorogenic reporter, 485/531 | Potency, µM (titrated, usually from 38.3 µM), for the others: at the top dose activity change, negative = inhibition, most hits filed as inhibitors | actives 0.01% (n = 330,000) | AID 463254;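 further: potency means the concentration at half of the fitted maximal effect; plate controls were DMSO wells for no effect and full inhibition by NEM control for full effect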
Target sequence (O75604 whole entry, looked up): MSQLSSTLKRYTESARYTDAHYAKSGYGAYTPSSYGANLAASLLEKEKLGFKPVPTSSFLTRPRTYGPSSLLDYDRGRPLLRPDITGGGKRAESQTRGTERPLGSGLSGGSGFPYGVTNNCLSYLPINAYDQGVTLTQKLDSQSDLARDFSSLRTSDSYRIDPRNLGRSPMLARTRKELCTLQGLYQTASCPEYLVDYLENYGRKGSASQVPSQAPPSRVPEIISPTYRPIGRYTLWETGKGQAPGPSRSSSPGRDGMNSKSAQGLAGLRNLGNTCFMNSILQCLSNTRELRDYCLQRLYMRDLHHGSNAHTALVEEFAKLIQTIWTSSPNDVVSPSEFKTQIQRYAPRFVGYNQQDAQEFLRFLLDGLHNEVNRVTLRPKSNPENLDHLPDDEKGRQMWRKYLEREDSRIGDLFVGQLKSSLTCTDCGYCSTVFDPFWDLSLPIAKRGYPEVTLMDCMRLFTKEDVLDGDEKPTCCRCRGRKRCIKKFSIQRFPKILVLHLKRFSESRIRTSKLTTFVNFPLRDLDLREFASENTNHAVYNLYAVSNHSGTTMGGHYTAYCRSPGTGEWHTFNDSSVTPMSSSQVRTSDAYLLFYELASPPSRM
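Cell-free coupled assay: 10nM USP2 core preincubated 30min RT with compound in Tris-HCl pH 8.0/CaCl2/CHAPS buffer, then 25nM Ub-CHOP2 and 25nM reporter substrate; fluorescence (Ex 485/Em 531) read after 60min RT, normalized to NEM inhibition, concentration-response curves fitted.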
Mito fusion act = blocks mitochondrial division or promotes mitochondrial fusion; S. cerevisiae fusion-defective mutant growth rescue, CellTiterGlo 48 h; actives 0.23% (n = 320,000); Potency, µM (titrated, usually from 46.1 µM), for the others: at the highest dose growth rescue (activation), most hits filed as activators;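 further: potency means the concentration at half of the fitted maximal effect; % of control where 0% means no effect; nearly all actives have a fitted effect of over 45% in size; temperature-sensitive fusion mutants such as fzo1-1 at 37 °C on non-fermentable ethanol glycerol medium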
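Compounds are tested for their ability to restore growth of mitochondrial fusion-defective yeast strains at non-permissive 37C in YPEG medium over 48 hours. Viability is quantified by luciferase luminescence.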
TCR act = activates T cell receptor signaling | primary human leukocytes, anti-CD3, IL-2 HTRF, 48 h | 330,000 tested, under 10 active | Potency, µM (highest dose often 9.22 µM), inactives show top-dose activation of IL-2 secretion, usual class: activators; further: % of control where 0% means no effect
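Using a-CD3 beads without co-stimulation, primary human leukocytes were exposed to compounds for 48 hr. An HTRF IL-2 kit measured the cytokine, with europium-to-d2 energy transfer producing emission at 665nm upon 320nm excitation.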
Eya2 phos inh = inhibitors of human Eya2 phosphatase activity | O00167 | recombinant Eya2, OMFP fluorescence dephosphorylation (OMFP is methylfluorescein phosphate) | Potency, µM (series often up to 76.9 µM), inactives show at the top dose activity, negative = inhibition, hits mostly inhibitors | actives 0.006% (n = 330,000) | AID 488837; further: potency means the concentration at half of the fitted maximal effect; on the % scale 0 is the no-effect control and ±100 the full control effect
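Eya2 protein (added as 0.2 uM solution) was preincubated with compound for 10 min at ambient temperature in 50 mM HEPES pH 7.5, 50 mM NaCl, 5 uM MgCl2, 0.05% BSA, 1 mM DTT. OMFP (added at 50 uM) then reacted 10 min; fluorescence read at 485/525 nm.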
PTAP TSG101 blk = blocks PTAP/TSG101 interaction to inhibit HIV-1 budding; Q99816; Fluorescence polarization, FITC-PTAP peptide / Tsg101 binding; Potency, µM (titrated, usually from 115 µM), without a hit: at the highest dose activity change, negative = inhibition, most hits filed as inhibitors; 340,000 tested, under 10 active; AID 493005; active means well fitted inhibition curve with a large enough effect in the main read-out, with a control signal flat, not every such curve was filed as active; inconclusive means small, poorly fitted or top-dose-only effect, or effect the other way, or a change in a side signal; inactive means no such curve, though single readings can be large or run the other way; further: potency means the concentration at half of the fitted maximal effect; % of control where 0% means no effect
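Fluorescence anisotropy tracks displacement of a FITC-tagged PTAP peptide (50 nM) from the Tsg101 binding domain (10 uM), following a 20 min room-temperature incubation at pH 7.5.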
* = called active by the depositor; ? = inconclusive; · = no result given; [ ] = remark or other dose. Unless noted, the call rests on the fitted dose curve; in most records, active means well fitted curve in the direction sought with a large enough effect; inconclusive means small, poorly fitted or top-dose-only effect, or another doubt; inactive means no such curve, though single readings can be large; an effect the other way counts as inactive or inconclusive.

SMILES	Tb PFK block	BCR signal inh	uPA surface inh	ELG1 DNA repair	TSHR antagonist	B2AR arrestin	USP2a inh	Mito fusion act	TCR act	Eya2 phos inh	PTAP TSG101 blk
CSCCC(NS(=O)(=O)c1ccc2c(c1)oc(=O)n2C)C(=O)NCc1cccs1 (configuration not stated)	0.4%	-0.8%	-2.8%	?	-0.8	-1.5%	0.7%	2.6%	-5.4%	-3.1%	-4.6%
COc1ccc(NC(=O)c2cc3ccccc3[nH]2)cc1	-10.2%	?	-14.2%	?	2.7	5.1%	-1.8%	-3.4%	·	6.3%	-0.3%
O=C(CCC1CCCCC1)Nc1ccccc1C(=O)N1CCOCC1	3.1%	1.8%	2.9%	8.5%	19.9	-0.3%	2.8%	1.9%	-3.9%	-0.2%	0.4%
CC(C)CC(=O)NC(=S)Nc1nc(-c2ccc(Cl)cc2)cs1	-1.5%	?	-2.3%	22.7%	7.4	-0.9%	?	-1.0%	3.3%[46.1 µM]	-2.9%	-1.1%
CCC(Cc1ccccc1)NC(=O)CSc1ccsc1[N+](=O)[O-] (configuration not stated)	-9.1%	-11.1%	-6.0%	-6.6%	8.6	0.1%	0.6%	6.1%	-3.0%	-4.5%	-9.2%
Cc1nc2c(C(=O)NCCC(C)C)c[nH]n2c(=O)c1Cc1ccccc1F	6.5%	?	12.3%	-10.3%	-15.2	-0.3%	-9.1%	-9.0%	2.3%	-8.3%	-0.2%
CC(/C=C/c1ccccc1)=N/NC(=O)c1cccc(Br)c1	3.3%	?	-8.6%	-6.0%	15.5	-0.8%	-1.4%	17.8%	2.4%	1.1%	-1.4%
CN(C)C(=O)c1ccc(NC(=O)COC(=O)C2CCN(S(=O)(=O)c3ccc4c(c3)OCCO4)CC2)cc1	3.8%	-1.1%	2.2%	-3.9%	5.2	-4.0%	-0.5%	-4.8%	0.1%	2.0%	0.9%
COc1ccc(NC(=O)COC(=O)c2ccc(C)c(S(=O)(=O)N3CCCCC3)c2)cc1	1.1%	?	-17.3%	?	-1.4	-0.7%	-2.0%	6.2%	9.1%	?	0.4%
O=C(c1cc(C2CC2)nc2ccccc12)N1N=C(C(F)F)CC1(O)C(F)F (configuration not stated)	-12.6%	?	2.8%	2.9%	53.9	-0.4%	-6.7%	1.5%	3.6%[46.1 µM]	-20.8%	1.3%
O=C(/C=C/c1ccc2ccccc2n1)c1cc(Br)ccc1O	3.2%	5.4%	?	?	4.1	3.8%	1.4%	-3.4%	4.5%	-3.5%	0.2%
Cc1ccc(S(=O)(=O)N2CCN(Cc3cc(=O)n4ccccc4n3)CC2)c(C)c1	-6.8%	?	-5.1%	7.3µM*	-27.6	0.1%	3.0%	1.3%	3.7%	-21.3%	1.2%
CCOC(=O)C1=C(O)CSC1=Nc1ccc(C)cc1	-10.6%	0.8%	0.9%	4.8%	12.9	0.2%	-0.6%	12.9%	0.4%	1.6%	-0.7%
CCOC(=O)c1cnc2ccc(C(=O)OC)cc2c1NCCCN1CCOCC1	-5.2%	10.5%	-7.3%	-25.7%	11.6	8.0%	0.6%	1.4%	1.3%	-20.4%	-4.3%
NC(=O)Nc1ccc(C(=O)N2CCN(S(=O)(=O)Cc3ccccc3)CC2)cc1	-2.0%	-2.1%	?	14.6%	7.2	0.2%	3.4%	-0.1%	-5.0%	1.1%	-1.4%
C[C@H](CO)N1C[C@H](C)[C@@H](CN(C)S(C)(=O)=O)Oc2c(NC(=O)Nc3ccc4c(c3)OCO4)cccc2C1=O	-3.8%	?	-28.7%	20.2%	1.1	-0.7%	0.9%	·	13.8%	4.3%	1.4%
CCc1nnc(NC(=O)C2CCC(CNc3c(N4CCC(C)CC4)c(=O)c3=O)CC2)s1 (configuration not stated)	-2.5%	-7.5%	-1.8%	?	3.7	-0.7%	-0.9%	5.3%	10.2%	-3.0%	-1.9%
O=C(CCN1C(=O)/C(=C\c2ccc(F)cc2)SC1=S)Nc1ccccc1	-1.2%	-0.5%	-5.8%	6.8%	3.8	6.0%	0.9%	-14.6%	6.1%	-14.0%	-0.2%
CCCCNc1c(-c2ccc(OC)c(Sc3ccc(OC)cc3)c2)nc2ccccn12	-3.3%	?	?	?	-16.2	-0.2%	0.1%	10.5%	-3.7%	-26.6%	·
COC(=O)c1cc(S(=O)(=O)N2CCCC2=O)c(Cl)cc1Cl	1.8%	-0.2%	-1.2%	-4.7%	-4.7	2.7%	1.8%	-5.5%	·	-3.0%	2.0%
CCCCC(=O)NC(=S)Nc1ccc(S(=O)(=O)N2CCCC2)cc1	5.0%	-0.2%	-3.9%	?	-6.6	-0.6%	-1.4%	7.1%	0.9%[46.1 µM]	0.8%	-6.4%
CC1(c2nnc(Cc3ccccc3)o2)CC(c2ccccc2Br)=NO1 (configuration not stated)	10.0%	-1.2%	-0.8%	-1.7%	-2.1	0.1%	-2.5%	4.5%	-0.9%	6.6%	-0.7%
Nc1cc(=O)[nH]c(SCC(=O)N2N=C(c3ccc(Cl)cc3)CC2c2ccco2)n1 (configuration not stated)	3.9%	?	-0.1%	-4.7%	-4.8	-0.1%	4.4%	2.0%	6.7%	5.4%	-1.4%
O=C(O)CSc1ncccn1	-5.0%	6.1%	-0.5%	8.0%	12.8	0.3%	-0.5%	-0.2%	5.6%	-4.9%	-1.6%
Cc1ccc(-c2nnn(CC(=O)N(CCN3CCOCC3)C(C(=O)NC3CCCC3)c3ccncc3)n2)o1 (configuration not stated)	-5.5%	13.6%	2.8%	9.6%	-6.8	0.1%	-0.4%	5.7%	-2.9%	7.9%	-1.4%
O=C(CCC1CCCC1)Nc1ccc(Br)cn1	-10.7%	5.2%	-5.6%	?	-6.7	-0.4%	-0.5%	8.5%	3.1%	14.4%	-2.2%
CCN1CCN(c2ccc(S(=O)(=O)N3CCCCC3)cc2NC(=O)CC(C)c2ccccc2)CC1 (configuration not stated)	8.5%	3.1%	-4.5%	26.2%	2.3	-0.3%	-1.1%	-0.2%	2.4%	-22.8%	-9.9%
NNC(=O)c1ccc(Cn2cc(Br)cn2)cc1	?	-3.8%	2.2%	-21.6%	-3.1	0.0%	-0.3%	?	-0.6%[46.1 µM]	-3.8%	-0.9%
COC(=O)CCCC(=O)N1CCCC(CNS(=O)(=O)c2ccc(OC)cc2)C1 (configuration not stated)	-9.5%	0.3%	10.6%	7.9%	-5.7	-0.5%	3.3%	-5.5%	-7.3%	2.4%	-0.7%
COc1cc(/C=N/NC(=O)CC#N)cc(Br)c1O	?	?	0.8%	12.9%	-0.2	0.0%	3.9%	14.4%	-14.0%	20.0%	-0.1%
CCn1c(=O)c(=O)n(CC)c2cc(S(=O)(=O)Nc3ccc(C)cc3)ccc21	0.2%	4.5%	0.0%	-9.4%	-4.6	-0.8%	0.1%	-0.5%	-4.4%	-5.2%	-3.7%
CC(NC(=O)c1ccc(Cl)cc1)c1nnc(SCc2ccc([N+](=O)[O-])cc2)n1C (configuration not stated)	-1.1%	2.5%	·	3.0%	1.4	-0.4%	0.7%	-1.4%	0.2%	-7.7%	-3.3%
Cc1cc(N/N=C/c2ccccc2O)nc(N2CCOCC2)n1	0.6%	?	2.7%	-5.7%	-7.8	0.1%	1.1%	-3.3%	-0.8%	-8.0%	0.6%
Cc1cc(C)c(CN2CCC(N3CCC(C(=O)NCC4CCCO4)CC3)CC2)cc1C (configuration not stated)	0.3%	0.4%	-5.1%	-4.4%	-11.9	-0.2%	-0.6%	1.5%	-6.3%	-6.1%	-0.2%
Nc1nnc(SCC(=O)N2CCc3ccccc32)n1-c1ccccc1	-6.3%	10.3%	-1.8%	2.9%	18.2	-0.1%	0.1%	-3.1%	4.6%	-4.6%	-6.7%

An unsorted share of the library; 3% or so of the library scored in one or more.
